D2 antagonist: HTS Assay for Allosteric Antagonists of the Human D2 Dopamine Receptor: Primary Screen for Antagonists | HEK293 TREx D2 cells, calcium flux, dopamine EC80 | inhibition, % at 10 µM | hit rate 2% among 340,000; in the data active = inhibition above about 30%; also: 0% is about no effect
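Tetracycline-induced HEK293 TREx cells expressing D2 receptor forced-coupled to calcium signalling, loaded with no-wash calcium dye. Compounds added and calcium flux read 180 s, then dopamine added at EC80 and read a further 180 s.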
USP1-UAF1 inh: Inhibitors of USP1/UAF1: Primary Screen; Ubiquitin carboxyl-terminal hydrolase 1 (Homo sapiens), O94782; recombinant USP1/UAF1, Ub-Rhodamine cleavage fluorescence; Potency, µM (highest dose often 57.1 µM), inactives show at the highest dose activity change, negative = inhibition, usual class: inhibitors; hit rate 0.23% among 390,000; AID 743255, 2014; also: potency is read from the fitted curve at half-maximal effect; % is scaled to controls: 0 for no effect and ±100 for the full control effect; nearly all actives have a fitted effect of over 60% in size; inactives centre near -12
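USP1/UAF1 complex at 1 nM was preincubated with compound for 15 min at room temperature, then Ub-Rho substrate (150nM final) was added. Fluorescence (480/540 nm) was read kinetically, 6 reads every 60 seconds.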
PI4K2A block: qHTS for small molecular inhibitors of PI4K2A. Phosphatidylinositol 4-kinase type 2-alpha (Homo sapiens), Q9BTU6. purified PI4K2A, ADP-Glo luminescence, 1 h; hits give low values. activity change, negative = inhibition, % at 76.9 µM. hit rate 0.13% among 420,000. AID 1346378, 2018; in the data active = activity change below about -50%; inconclusive = mostly about -30% to -49%;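 also: -100% = wells without enzyme as full effect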
Target sequence (Q9BTU6 whole entry, looked up): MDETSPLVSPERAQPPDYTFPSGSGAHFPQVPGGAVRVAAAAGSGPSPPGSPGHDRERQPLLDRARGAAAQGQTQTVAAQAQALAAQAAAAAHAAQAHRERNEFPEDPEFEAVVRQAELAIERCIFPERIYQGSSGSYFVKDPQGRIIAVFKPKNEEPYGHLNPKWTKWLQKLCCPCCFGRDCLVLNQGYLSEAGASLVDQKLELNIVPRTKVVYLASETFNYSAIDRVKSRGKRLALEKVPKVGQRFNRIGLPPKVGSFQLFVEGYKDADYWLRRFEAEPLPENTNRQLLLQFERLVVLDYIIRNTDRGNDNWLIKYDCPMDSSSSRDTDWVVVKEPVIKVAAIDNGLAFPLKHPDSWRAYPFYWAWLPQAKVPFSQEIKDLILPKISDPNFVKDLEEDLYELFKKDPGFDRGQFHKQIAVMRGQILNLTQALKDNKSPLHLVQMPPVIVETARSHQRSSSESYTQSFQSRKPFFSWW
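In this quantitative HTS, ADP production by PI4K2A was quantified luminescently after 1 h at ambient temperature; 100 microM adenosine served as plate-quality control.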
TRHR ag: qHTS for Small Molecule Agonists and Allosteric Enhancers of Human TRH Receptor: Primary Screen for Agonists; Thyrotropin-releasing hormone receptor (Homo sapiens), P34981; TRHR cells, calcium flux fluo-8, FDSS agonist mode; activation, % at 2 µM; hit rate 0.18% among 360,000; AID 493084, 2011; in the data active = activation above about 30%; also: 0% is about no effect
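TRHR-expressing cells loaded with fluo-8 calcium dye; 23 nL library compound pin-transferred, kinetic FDSS fluorescence (Ex 480/Em 530) recorded about 180 s for agonist-induced calcium release, before a 10 nM TRH EC20 addition for potentiator mode.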
TRHR enhancer: qHTS for Small Molecule Agonists and Allosteric Enhancers of Human TRH Receptor: Primary Screen for Enhancers; hit rate 0.66% among 360,000; enhancement, % at 2 µM; TRHR cells, fluo-8 calcium fluorescence, EC20 TRH enhancement; in the data active = enhancement above about 30%; also: 0% is about no effect
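Enhancer read-out: after compound pinning and an initial kinetic agonist-mode read, an EC20 of TRH (10 nM final) was injected and fluo-8 calcium signal (Ex 480/Em 530) followed at 1 s/cycle for 100 cycles in TRHR-expressing cells.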
mIDH1 inhibitor: qHTS for Inhibitors of mutant isocitrate dehydrogenase 1 (IDH1): qHTS. AID 602179, 2012. IDH1-R132H enzyme, NADPH consumption, diaphorase/resazurin fluorescence. hit rate 0.093% among 390,000. Potency, µM (titrated, usually from 76.6 µM), without a hit: at the highest dose activity change, negative = inhibition, most hits filed as inhibitors; also: potency is read from the fitted curve at half-maximal effect; % is scaled to controls: 0 for no effect and ±100 for the full control effect; nearly all actives have a fitted effect of over 65% in size
Target sequence (O75874 whole entry R132H, stated change not applied): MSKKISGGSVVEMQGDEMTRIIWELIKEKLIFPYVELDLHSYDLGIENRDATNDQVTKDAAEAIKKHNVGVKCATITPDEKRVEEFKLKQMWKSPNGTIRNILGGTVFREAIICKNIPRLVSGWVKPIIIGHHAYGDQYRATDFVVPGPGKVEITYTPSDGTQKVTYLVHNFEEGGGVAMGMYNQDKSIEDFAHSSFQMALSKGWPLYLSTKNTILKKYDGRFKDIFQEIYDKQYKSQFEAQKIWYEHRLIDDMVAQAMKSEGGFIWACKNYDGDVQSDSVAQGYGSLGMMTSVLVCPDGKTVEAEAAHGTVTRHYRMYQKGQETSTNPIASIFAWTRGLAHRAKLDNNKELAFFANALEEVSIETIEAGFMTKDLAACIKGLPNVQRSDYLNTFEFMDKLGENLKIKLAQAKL
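IDH1-R132H (0.5 ug/mL dispensed) in pH 7.5 Tris buffer was preincubated 30 min with compound, then given a substrate mix of 0.016 mM NADPH and 2 mM alpha-KG for 80 min at room temperature; remaining NADPH was read by diaphorase/resazurin fluorescence.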
rTrxR1 inhibitor: qHTS Assay for Inhibitors of Mammalian Selenoprotein Thioredoxin Reductase 1 (TrxR1): qHTS; Potency, µM (top dose mostly 114 µM), inactives show top-dose activity change, negative = inhibition, hits mostly inhibitors; recombinant rTrxR1, NADPH fluorescence consumption, selenite substrate; hit rate 1% among 390,000; Thioredoxin reductase 1, cytoplasmic (Rattus norvegicus), O89049; also: potency is read from the fitted curve at half-maximal effect; % is scaled to controls: 0 for no effect and ±100 for the full control effect; nearly all actives have a fitted effect of over 65% in size
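Rat TrxR1 (90 nM in the dispensed reagent) was pre-reduced with 400 uM NADPH for 5 min at room temperature, then incubated with compound for 15 min. After 400 uM selenite was added, NADPH fluorescence (Ex 340/Em 450 nm) was followed for 8 min.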
TrxR1 substrate: qHTS Assay for Substrates of Mammalian Selenoprotein Thioredoxin Reductase 1 (TrxR1): qHTS; hit rate 0.01% among 390,000; purified TrxR1 substrate turnover, NADPH consumption readout; Potency, µM (titrated, usually from 114 µM), for the others: at the highest dose activity change, negative = substrate turnover; also: potency is read from the fitted curve at half-maximal effect; % is scaled to controls: 0 for no effect and ±100 for the full control effect; nearly all actives have a fitted effect of over 50% in size
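Rat TrxR1, dispensed at 90 nM, was prereduced with 400 uM NADPH (final) for 5 min at ~22 deg C, then incubated with compound 15 min before 400 uM selenite. A first-read NADPH fluorescence drop versus no-compound background flagged substrates.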
D2 ag: HTS Assay for Allosteric Agonists of the Human D2 Dopamine Receptor: Primary Screen for Agonists. hit rate 0.53% among 340,000. D(2) dopamine receptor (Homo sapiens), P14416. HEK293 T-REx D2 cells, calcium flux agonist mode. activation, % at 2 µM;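 active = activation over 3 SD above normal in the single-dose calcium agonist read, cut at about 30% in these data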; also: 0% is about no effect
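Agonism is scored from calcium flux in a force-coupled, inducible HEK293 cell line expressing D2, read kinetically for 180 s after compound addition against dopamine controls.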
* marks the source's active call; other numbers are inactive results; u = inconclusive; x = not tested or not shown; [ ] = dose if it differs, or a comment. Unless noted, calls follow the shape of the dose curve; as a rule, active = well fitted inhibition curve with a large enough effect; inconclusive = small, poorly fitted or top-dose-only effect; inactive = no such curve, though single readings can be large or run the other way. Rows are unselected. About 3.9% of those tested had a hit in this group.

SMILES	D2 antagonist	USP1-UAF1 inh	PI4K2A block	TRHR ag	TRHR enhancer	mIDH1 inhibitor	rTrxR1 inhibitor	TrxR1 substrate	D2 ag
OCc1cn(-c2ccccc2)nc1-c1ccc2c(c1)OCCO2	8.7	-3.3%	0.3	-0.1	-2.1	-3.0%	2.2%	16.9%	-2.9
Cc1ccc(NCC(=O)Nc2c(C)n(C)n(-c3ccccc3)c2=O)cc1S(=O)(=O)N(C)C	-13.6	-11.3%	-2.5	-1.0	-2.4	1.9%	-22.8%	-17.2%	-0.2
Cc1ccccc1C(=O)Nc1ccc(N2CCOCC2)nc1	8.7	-19.4%	0.9	0.7	-4.3	-2.5%	-0.9%	-4.2%	0.0
COC(=O)COc1ccc2c(=O)c(-c3ccccc3OC)coc2c1	-2.3	-4.4%	6.4	3.1	0.4	-11.0%	15.1%	-2.2%	0.1
CCCC(=O)Nc1nnc(SCc2cc(=O)c3ccc(C)cc3[nH]2)s1	x	-12.7%	2.6	-0.6	-8.9	20.9%	14.9%[57.1 µM]	1.5%[57.1 µM]	-0.9
CC(C)N(C(=O)[C@H]1C[C@H](CC(=O)NCC23CC4CC(CC(C4)C2)C3)C(=O)N2CCc3c([nH]c4cc(-c5ccco5)ccc34)[C@]12C)C(C)C	x	-22.6%	-1.2	x	x	-3.4%	42.6%[activator]	19.1%	x
COc1ccc2oc(C(=O)N3CCN(C/C=C/c4ccccc4)CC3)c(C)c2c1	-6.6	-10.4%	3.6	-0.1	-0.3	0.5%	6.1%	-4.0%	-0.1
CN1c2cccc3cccc(c23)N(C)C1(C)C	x	u	1.0	x	x	16.3%	-31.7%	237.6%[activator]	x
O=S(=O)(NCc1csc(-c2cccnc2)n1)c1cccs1	4.8	-25.7%	-3.1	0.2	4.8	-2.6%	14.5%[57.1 µM]	10.2%[57.1 µM]	0.4
CC(NC(=S)Nc1ccc([N+](=O)[O-])cc1)c1ccncc1 (configuration not stated)	x	-9.8%	4.0	0.7	4.7	-0.3%	u	-5.6%	x
O=C(OCC(=O)N1CCOCC1)c1cc2ccccc2oc1=O	20.9	-14.1%	-12.9	-0.1	-5.4	-1.2%	13.0%	20.7%	0.9
COC(=O)c1cc(S(=O)(=O)NCc2ccccc2Cl)c[nH]1	-9.0	-21.2%	-5.1	-1.4	4.6	6.4%	8.4%	13.9%	1.4
Cc1cccnc1NC(=O)C1CCCN(S(=O)(=O)c2ccc3c(c2)oc(=O)n3C)C1 (configuration not stated)	-2.9	-21.9%	-0.6	0.3	2.8	-0.9%	27.5%	2.0%	2.1
O=C(c1ccc(NS(=O)(=O)c2ccc(F)cc2)cc1)N1CCCCC1	-3.6	-2.4%	-0.6	-0.5	2.8	6.5%	-5.5%	-9.3%	-0.4
COc1ccc(Cl)cc1NC(=O)C(=O)NCc1ccncc1	7.6	-5.5%	-3.3	-2.1	27.7	-5.4%	7.8%	-2.4%	x
O=C(c1ccc(N2CCOCC2)cc1[N+](=O)[O-])N1CCOCC1	-12.3	-6.6%	1.2	1.2	3.0	5.4%	11.5%[57.1 µM]	2.4%[57.1 µM]	1.7
CSc1ccc(CNCc2ccco2)cc1	4.4	-18.4%	-2.4	0.0	-5.2	-6.7%	6.5%[57.1 µM]	6.0%	-0.2
Nc1nc(-c2ccc3c(c2)OCCO3)c(CC(=O)O)s1	10.6	-14.0%	-2.6	1.4	-3.1	1.6%	2.5%[57.1 µM]	-7.3%	0.4
C[C@@H](CN1CCC[C@H]1CN1C(N)=NC[C@@H]1Cc1ccccc1)N1C[C@@H](Cc2ccccc2)N(CCc2ccc(Cl)c(Cl)c2)C1=N	x	-9.6%	-1.6	x	x	-11.2%	-3.1%[57.1 µM]	8.2%[57.1 µM]	x
COC(=O)CS(=O)(=O)c1ccc2c(c1)CC(=O)N2	x	-22.2%	-2.4	0.1	12.5	-2.8%	-1.9%[57.1 µM]	4.2%[57.1 µM]	x
O=C(c1ccc(F)cc1)N1CCN2C(=O)c3ccccc3C12c1ccccc1 (configuration not stated)	-19.6	-4.8%	4.1	0.3	-4.3	-2.2%	-3.0%[57.1 µM]	5.7%[57.1 µM]	-0.3
Cc1ccc(SCC(=O)Nc2ccc(-c3nc4ccccc4[nH]3)cc2)cc1	-5.2	-15.3%	1.7	-2.3	2.1	0.2%	-8.3%	-11.4%	-1.1
CCN(CC)S(=O)(=O)c1ccc(NC(=O)c2ccc(N(C)S(C)(=O)=O)cc2)cc1	2.1	-8.2%	-4.2	1.5	-3.8	1.3%	-5.8%	-4.8%	2.2
COCCN(C(=O)C1CC(=O)N(Cc2ccccc2)C1)c1nc(-c2ccc([N+](=O)[O-])cc2)cs1 (configuration not stated)	12.1	-20.3%	-2.2	1.2	1.4	2.0%	8.8%	-1.5%	0.0
CC1CCC(NC(=O)C2(C)Cc3ccccc3C(=O)N2Cc2ccc(Cl)cc2)CC1 (configuration not stated)	x	-25.2%	-0.7	2.2	9.4	x	19.1%	4.2%	4.1

More entries follow.
SMILES	D2 antagonist	USP1-UAF1 inh	PI4K2A block	TRHR ag	TRHR enhancer	mIDH1 inhibitor	rTrxR1 inhibitor	TrxR1 substrate	D2 ag
COc1ccc(S(=O)(=O)n2nc(OC(C)=O)cc2N)cc1	3.3	-14.9%	-1.0	-0.5	-0.2	7.7%	17.8µM*	-0.1%	0.1
CCOC(=O)c1cnc2cc(Cl)c(OC)cc2c1NCC1CCCO1 (configuration not stated)	-11.3	-20.0%	-1.5	-0.4	-5.1	12.7%	-0.9%	9.3%	0.5
O=C(CC1C(=O)NC2CCCCC2N1C(=O)c1ccc([N+](=O)[O-])cc1)Nc1ccccc1 (configuration not stated)	-9.1	-6.5%	-2.4	-0.1	4.6	-0.6%	9.7%	4.2%	0.1
CS(=O)(=O)N1CCC(C(=O)NCc2ccc(F)cc2Cl)CC1	-6.6	6.3%	-5.7	0.3	0.7	0.8%	8.2%	-4.3%	1.4
Cn1c(=O)[nH]c(=O)c2c1nc(N1CCCCC1)n2CCOc1ccccc1	-14.2	-6.0%	-4.7	-0.9	-3.0	-0.9%	2.5%[57.1 µM]	3.7%[57.1 µM]	-0.2
CC(OC(=O)c1ccccc1NCCO)C(=O)NCC(=O)Nc1ccc(F)c(F)c1F (configuration not stated)	4.2	-9.9%	-6.1	0.0	2.0	13.9%	51.3%[activator]	248.7%[activator]	0.9
COc1ccc(CNS(=O)(=O)CCNCc2ccccc2OC)cc1	x	-24.4%	0.6	x	x	1.2%	-26.4%	-4.9%	x
CC(=O)c1cccc(NC(=O)CN(c2cc(C)cc(C)c2)S(=O)(=O)c2c(C)noc2C)c1	x	-12.4%	-7.6	-0.4	-5.2	-3.4%	19.4%	-7.8%	-0.5
COc1cc(/C=C2\C(=N)N3N=C(S(C)(=O)=O)SC3=NC2=O)ccc1OC(=O)c1cccs1	3.4	-4.5%	-10.2	-0.8	8.6	-13.1%	10.1%	-1.0%	-1.0
CCOC(=O)c1cccc(N2C(=O)C3C(C2=O)C2C=CC3C23CC3)c1 (configuration not stated)	5.7	-16.5%	0.9	-0.3	2.8	9.3%	3.1%	0.3%	0.2
Cc1ccc(NC(=S)NCCc2ccc(Cl)cc2)c(C)c1	5.6	-22.1%	-0.6	0.9	-5.4	2.4%	6.1%[57.1 µM]	2.4%[57.1 µM]	0.3
Cc1cc(C)c2cc(CN(CCCO)S(=O)(=O)c3ccccc3F)c(=O)[nH]c2c1	10.5	-17.8%	4.3	1.2	21.7	8.6%	-12.5%	-1.8%	1.4
Cc1ccc(CNC(=O)CN2C(=O)COc3ccc(S(=O)(=O)N4CCC(C)CC4)cc32)o1	4.4	-19.0%	-1.4	-1.2	0.7	-7.3%	4.3%	1.7%	0.5
O[C@@H]([C@H](O)[C@H](O)CBr)[C@H](O)CBr	x	-19.5%	-3.6	x	x	9.5%	3.8%	7.3%	x
Cc1c(NC(=O)/C(C#N)=C/c2cccs2)c(=O)n(-c2ccccc2)n1C	-7.0	-20.0%	-8.6	0.0	-0.3	-3.9%	-2.5%	-15.9%	1.8
CC1(C)CC(=O)c2sc(NC(=O)C3COc4ccccc4O3)nc2C1 (configuration not stated)	7.7	-8.4%	-13.9	-0.2	-0.2	-13.2%	25.5%[57.1 µM]	-5.8%[57.1 µM]	-0.9
N#Cc1ccc(S(=O)(=O)N2CCC(Oc3cccc(C(F)(F)F)c3)CC2)cc1	x	-4.6%	-3.1	2.3	-5.6	-16.2%	2.2%	-9.1%	0.7

Filtered by structure: the compounds so far containing a cyano group (2)
SMILES	D2 antagonist	USP1-UAF1 inh	PI4K2A block	TRHR ag	TRHR enhancer	mIDH1 inhibitor	rTrxR1 inhibitor	TrxR1 substrate	D2 ag
Cc1c(NC(=O)/C(C#N)=C/c2cccs2)c(=O)n(-c2ccccc2)n1C	-7.0	-20.0%	-8.6	0.0	-0.3	-3.9%	-2.5%	-15.9%	1.8
N#Cc1ccc(S(=O)(=O)N2CCC(Oc3cccc(C(F)(F)F)c3)CC2)cc1	x	-4.6%	-3.1	2.3	-5.6	-16.2%	2.2%	-9.1%	0.7

Single entries from above:
Value of `CS(=O)(=O)N1CCC(C(=O)NCc2ccc(F)cc2Cl)CC1` in TRHR ag: 0.3
Value of `N#Cc1ccc(S(=O)(=O)N2CCC(Oc3cccc(C(F)(F)F)c3)CC2)cc1` in D2 ag: 0.7
Value of `CC1(C)CC(=O)c2sc(NC(=O)C3COc4ccccc4O3)nc2C1` (configuration not stated) in PI4K2A block: -13.9

Assay outcomes as filed in PubChem BioAssay.
